Compound activity from PubChem.
KDM5B inh – Primary screen for KDM5B Histone Demethylases FDH-coupled qHTS. Lysine-specific demethylase 5B (Homo sapiens), Q9UGL1. Potency, µM (top dose mostly 57.7 µM), without a hit: at the top dose activity change, negative = inhibition, actives largely listed as inhibitors. KDM5B demethylase, FDH-coupled NADH fluorescence (FDH is formaldehyde dehydrogenase). hit rate 2.6% among 220,000; active = well fitted inhibition curve with a large enough effect; inconclusive = small, poorly fitted or top-dose-only effect; inactive = no such curve, though single readings can be large or run the other way; also: 0% is about no effect; nearly all actives have a fitted effect of over 70% in size
Target sequence (Q9UGL1 whole entry, looked up): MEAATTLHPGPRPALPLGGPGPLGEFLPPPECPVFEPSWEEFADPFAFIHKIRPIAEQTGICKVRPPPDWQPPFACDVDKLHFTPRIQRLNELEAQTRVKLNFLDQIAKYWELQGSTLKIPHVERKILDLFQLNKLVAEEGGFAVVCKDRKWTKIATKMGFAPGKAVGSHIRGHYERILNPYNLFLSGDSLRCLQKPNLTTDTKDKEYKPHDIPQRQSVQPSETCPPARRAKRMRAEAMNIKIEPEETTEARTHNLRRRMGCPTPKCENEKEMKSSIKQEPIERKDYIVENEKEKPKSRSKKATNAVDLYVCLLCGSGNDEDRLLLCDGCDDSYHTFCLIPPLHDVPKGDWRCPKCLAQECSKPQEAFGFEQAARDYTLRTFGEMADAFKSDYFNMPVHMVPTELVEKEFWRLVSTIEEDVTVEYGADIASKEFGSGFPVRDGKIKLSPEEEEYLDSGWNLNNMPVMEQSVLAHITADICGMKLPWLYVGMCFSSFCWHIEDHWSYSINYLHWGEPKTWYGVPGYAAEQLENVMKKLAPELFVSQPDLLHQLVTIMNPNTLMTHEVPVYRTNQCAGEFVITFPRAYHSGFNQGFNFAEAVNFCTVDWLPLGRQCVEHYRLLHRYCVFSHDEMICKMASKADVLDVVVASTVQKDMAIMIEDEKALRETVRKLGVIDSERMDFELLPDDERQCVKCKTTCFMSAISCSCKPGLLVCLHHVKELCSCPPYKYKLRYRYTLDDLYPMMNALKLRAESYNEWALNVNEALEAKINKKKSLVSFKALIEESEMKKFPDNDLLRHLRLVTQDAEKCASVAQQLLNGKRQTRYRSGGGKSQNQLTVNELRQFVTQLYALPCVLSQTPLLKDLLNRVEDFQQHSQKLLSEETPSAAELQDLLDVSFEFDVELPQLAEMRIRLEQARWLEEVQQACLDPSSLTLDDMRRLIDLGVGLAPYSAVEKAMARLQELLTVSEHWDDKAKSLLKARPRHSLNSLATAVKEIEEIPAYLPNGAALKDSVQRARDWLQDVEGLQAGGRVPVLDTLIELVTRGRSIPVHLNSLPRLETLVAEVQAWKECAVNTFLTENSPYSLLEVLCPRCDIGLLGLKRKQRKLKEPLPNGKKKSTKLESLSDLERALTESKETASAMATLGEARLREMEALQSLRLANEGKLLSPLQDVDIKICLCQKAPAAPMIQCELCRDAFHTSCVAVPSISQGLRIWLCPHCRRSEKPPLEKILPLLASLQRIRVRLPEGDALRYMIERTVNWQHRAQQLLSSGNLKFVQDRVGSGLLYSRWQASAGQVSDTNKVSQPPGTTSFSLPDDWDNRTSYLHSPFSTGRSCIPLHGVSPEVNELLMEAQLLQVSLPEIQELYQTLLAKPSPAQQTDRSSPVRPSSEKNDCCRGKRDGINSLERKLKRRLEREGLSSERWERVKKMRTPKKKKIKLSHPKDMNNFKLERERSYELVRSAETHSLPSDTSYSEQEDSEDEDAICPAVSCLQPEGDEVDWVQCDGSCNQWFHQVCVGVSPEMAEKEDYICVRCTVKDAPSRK
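Inhibition is measured as reduced NADH fluorescence generation from FDH coupling to formaldehyde release. Truncated KDM5BΔAP at 200 nM final acts on H3K4me3 peptide (12.5 µM in substrate mix) in pH 7.5 HEPES buffer with Tween-20, 30 min, room temperature.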
* hit, by the source's call; i = inactive; ? = inconclusive; [ ] = another dose, or the depositor's remark. Potency is read from the fitted curve at half-maximal effect.

The first 2 records as a preview:
SMILES	KDM5B inh
CCOc1ccc2c(=O)c(-c3ccc(OC)cc3)c(C(F)(F)F)oc2c1	11%
O=S(=O)(O)NCCCO	22%

This part in full, previewed entries included:
SMILES	KDM5B inh
CCOc1ccc2c(=O)c(-c3ccc(OC)cc3)c(C(F)(F)F)oc2c1	11%
O=S(=O)(O)NCCCO	22%
CCNCCC(CCC(C)C)c1ccc2c(c1)OCO2 (stereo not given)	?
Cc1ccc(Oc2ccc(-c3ccc(Oc4ccc(C)c(C)c4)cc3)cc2)cc1C	-17%
CN(Cc1ccccc1)C(=O)C1CC(=O)N(c2n[nH]c3cccc(F)c23)C1 (stereo not given)	?
COc1ccc(CN2CCC3(CC2)Cc2ccccc2CNC3=O)cc1F	31%[activator][115 µM]
Cc1ccc(CNC(=O)NCCNc2ncccn2)cc1	-25%
COc1ccccc1C(=O)NCCC(=O)N1CCCC(C(F)(F)F)C1 (stereo not given)	3%
Cc1ccc(NS(=O)(=O)c2c(C)[nH]c(C)c2C(=O)N2CCCCC2)c(C)c1	7%
COc1ccccc1N1CCN(C(c2ccc(Cl)cc2)c2nnc(-c3cccc(F)c3)o2)CC1 (stereo not given)	19%
CCn1nccc1C(=O)N1CCC2(CC1)N(Cc1cccc(F)c1)C(=O)CS2=O (stereo not given)	16%
CC1(C(=O)N2C[C@@H](Oc3cccnc3)C[C@H]2C(=O)NC2CC2)CCCCC1	19%
Cc1nc(NC(=O)CSc2nnc(C3CC3)n2C)sc1C(=O)N(C)C	17%
COc1ccc(C(=O)NCCc2ncc(C)n2C2CC2)cn1	-11%
C[S+](=O)([O-])NC1CC2(CCN(C(=O)Cc3c[nH]c4ccccc34)CC2)c2ccccc21 (stereo not given)	-12%[115 µM]
CCn1nc(C(=O)Nc2ncc(C)s2)c2ccccc2c1=O	-7%
O=C(O)COc1ccc(/C=C2/NC(=O)NC2=O)cc1Br	9%
O=C(c1ccc(C(F)(F)F)cc1)N1CCCN(c2nc3ncccc3o2)CC1	-14%
Cc1ccc(CNC(=O)c2cc3c(N4CCSCC4)nc(C)cn3n2)cc1	?
COc1cc(C2(c3ccc(O)c(OC)c3)C(=O)N(C)c3ccc(Br)cc32)ccc1O	22%

In another format: results already given
> C[S+](=O)([O-])NC1CC2(CCN(C(=O)Cc3c[nH]c4ccccc34)CC2)c2ccccc21 (stereo not given)
  KDM5B inh = -12%[115 µM]
> CCn1nc(C(=O)Nc2ncc(C)s2)c2ccccc2c1=O
  KDM5B inh = -7%
> O=C(O)COc1ccc(/C=C2/NC(=O)NC2=O)cc1Br
  KDM5B inh = 9%

Continued.
SMILES	KDM5B inh
C=Cc1ccc(Cn2c(C(=O)O)c(CNCc3cccs3)c3ccc(C)cc32)cc1	?
COCCCNC(=S)NNC(=O)c1ccc(C(C)(C)C)cc1	15%
Cn1c(=O)c2c(nc(Sc3nncn3Cc3ccccc3)n2C)n(C)c1=O	-16%
Cc1ccc(-c2cc(N3CCCN(C(=O)c4cccc(N(C)C)c4)CC3)n[nH]2)cc1C	?
Cc1occc1C(=O)N1CCCn2ccnc2C1c1cnn(C)c1 (stereo not given)	?
CC(C)Sc1ccc2nn(CC(=O)Nc3ccccc3F)c(=O)n2n1	13%
O=C(c1ccc(-c2ncc3cnc(C4=CCOCC4)cn23)cc1)N1CC[S+](=O)([O-])CC1	35µM*
CCS(=O)(=O)N1CCc2cc(C(=O)Nc3cccc(C(C)=O)c3)ccc21	-11%
Cc1cc(C(F)(F)F)nc(Sc2nc(C)cc(C)c2C#N)n1	4%
CCCCn1c(=O)n(CC(=O)NCc2ccc(C)cc2)c(=O)c2c1ncn2Cc1ccco1	-12%
COCCn1cnnc1SCc1ccc(F)cc1Cl	24%
COc1ccc(-c2noc([C@@H]3CCCN3C(=O)c3ccc(C)c(C)c3)n2)cc1OC	?
C=CCN(C)C(=O)C[C@@H]1c2nc(NC(=O)CCCCC)sc2C[C@@H]2[C@](C)(CO)[C@H](O)CC[C@]21C	-4%
Cc1ccccc1C1CC(=O)Nc2ccc3ccccc3c21 (stereo not given)	1%
Cc1ccc(NC2=C(c3ccc(C(F)(F)F)cc3)C(=O)c3ccccc32)cc1C	?
Cc1c2c(nc3ccccc13)-c1ccccc1CC2	?
CCN(C(=O)Cn1c(C(=O)OC)cc2sc(Cl)cc21)c1cccc(C)c1	5%
O=C(Nc1cccc(-n2cccn2)c1)C1CCCN1CC1CC1 (stereo not given)	12%
Cc1ccc(Nc2c(-c3ccccc3O)nc3cc(C)ccn23)cc1	?
Cc1ccc(-c2nc(-c3nc(-c4ccc(C)cc4C)cs3)sc2C)cc1	6%
CCc1c(C)nc2nncn2c1Nc1ccc(C)c(F)c1	2%
COc1ccc(NC(=O)c2ccc(O)c(Cl)c2)c(OC)c1	-2%
Cc1ccc(Nc2nc(C)nc(N)c2S(=O)(=O)c2ccccc2)cc1	-16%
COc1ccc(N(Cc2cccs2)S(=O)(=O)c2ccc3c(c2)oc(=O)n3C)cc1	10%
CC(C)(C)c1ccc(S(=O)(=O)NCC(=O)N2CCN(Cc3ccccc3)CC2)cc1	-13%
CC(=O)Nc1ccc(Nc2nc(-c3ccc(NC(C)=O)cc3)cs2)cc1	-1%
Cc1oc(-c2cccs2)nc1CC(=O)NCC(F)(F)F	?
Cc1cccc(N2CCN(C(=O)C3CCCN(Cc4cccnc4)CCC(=O)NCC3)CC2)c1 (stereo not given)	-23%
CCn1cc(CN2CCN(C(=O)c3ccsc3)CC2)ccc1=O	?
Cc1nc(-c2c3n(c(=O)n(Cc4cccc(Br)c4)c2=O)CCCCC3)no1	19%
COc1ccc(/C=N/NC(=O)c2ccccc2O)cc1Cn1cc([N+](=O)[O-])cn1	-17%
COc1cccc2sc(N(CCN(C)C)C(=O)/C=C/c3cccs3)nc12	-28%
CCc1ccc(C(=O)NC2CCN(c3cc(-c4cccs4)[nH]n3)C2)cc1 (stereo not given)	?
O=C(NC1CCCc2c1[nH]c1ccc(F)cc21)c1n[nH]c2c1CCC2 (stereo not given)	10%
CCOc1ccc(NC(=O)COC(=O)c2nn(C)c(=O)c3ccccc23)cc1	-4%
Fc1ccc(-c2nc(-c3ccccn3)no2)cc1	4%
CN(C(=O)c1cc(COc2ccc3c(c2)OCO3)[nH]n1)C1CCOC1 (stereo not given)	19%
CCN1C(=O)CCN(Cc2cnn(CC)c2C)CC12CCOCC2	-18%
Cc1ccc2onc(CC(=O)N(C)c3ccccc3)c2c1	5%
CCCc1noc(-c2cccn3c(CNC(=O)c4cccc(Cl)c4)nnc23)n1	?
Cc1ccc(C)c(Oc2nc3c(c(=O)n(C)c(=O)n3C)n2Cc2ccccc2)c1	8%
CCOC(=O)c1ccc(NC(=O)c2c(-c3ccc(OC)cc3)oc3ccc(OC)cc23)cc1	?
Nc1nccnc1C(=O)NCCc1ccccn1	i
COc1ccc(N(C)S(=O)(=O)c2ccc3c(c2)n(C)c(=O)c(=O)n3C)cc1	-20%
Cc1ccsc1CN(CC1CCCO1)C(=O)COc1cc(C)c(Cl)c(C)c1 (stereo not given)	-20%
Cc1nn(CC(=O)NCc2cccc(F)c2)c(=O)c2c(C)n(-c3ccc(Cl)cc3)nc12	?
O=C1NCc2ccccc2CC12CCCN2Cc1cc(O)cc(O)c1 (stereo not given)	?
COc1ccc(Cc2c(C)nn(-c3nc(C)c(C(=O)Nc4cccc(C(C)=O)c4)s3)c2C)cc1	-56%
O=C(NC(=O)c1cccc(F)c1)Nc1ccc(-c2cc(C(F)(F)F)nn2-c2ccccc2)cc1	?
CCc1cc2c(cc3c(=O)n(CC(=O)NCCc4ccc(OC)cc4OC)nc(CC)n32)s1	-10%
The results go on:
SMILES	KDM5B inh
COc1ccc(N(C)C2CN(C(=O)OC(C)(C)C)C2)cc1	?
O=C1NCCCCCCN(Cc2ccncc2)[C@@H]2CN(C(=O)C3CCOCC3)CC[C@@H]12	?
Cc1cc(SC(C(=O)O)c2ccccc2)ncn1 (stereo not given)	11%
COc1cc(C2C3=C(CCCC3=O)Nc3[nH]n(-c4ccccc4)c(=O)c32)ccc1O (stereo not given)	-23%
C=C(C)COc1ccccc1N	-4%
COc1cc(NC(=O)Cn2nc3c(cc2=O)CC(C)CC3)cc(OC)c1OC (stereo not given)	-23%
CCO[C@H]1CN(C(=O)Cc2c(C)nn(-c3ccccc3)c2C)C[C@@H]1O	-9%
Cc1ccc(-c2cn3c(n2)sc2cc(C(=O)NCCC4=CCCCC4)ccc23)cc1	-40%
COCCOC1CCOC2(CCN(C(=O)NCc3ccc(F)cc3)CC2)C1 (stereo not given)	-13%
Cc1ccc(CNC(=O)c2ccc(CSCc3cccc(C)c3)o2)cc1	?
CS(=O)(=O)c1ccc(CN2CCN3C(=O)N(Cc4ccccn4)C[C@H]3C2)cc1	28µM*
COc1ccccc1C1CCCN1C(=O)CCCn1nnnc1CN1CCOCC1 (stereo not given)	14%
O=C(CN1CCN(S(=O)(=O)c2cc(Cl)ccc2Cl)CC1)Nc1cccc(F)c1	?
Cc1cc(C)c(CNC(=O)c2nc(-c3cccc(CO)c3)cc3c2ccn3C)c(=O)[nH]1	35µM*
CCN(CC)S(=O)(=O)c1ccc(NS(=O)(=O)c2cccc(C#N)c2)cc1	0%
COCCNc1oc(-c2cccs2)nc1S(=O)(=O)c1ccc(C)cc1	-13%
COc1ccc(OC)c(NC(=O)Cn2cccc2-c2nc(-c3ccc(OC)c(F)c3)no2)c1	26%
Cc1ccc(S(=O)(=O)NC(C)(C)C)cc1C(=O)NCc1coc(-c2cccs2)n1	-31%
O=C(NC1CCCc2nc(-c3cccnc3)ncc21)c1cn[nH]c1-n1cnnn1 (stereo not given)	-12%
Cc1ccc(N2CC(C(=O)NCc3nnnn3-c3ccc(C)c(C)c3)CC2=O)cc1 (stereo not given)	-13%
O=C(C1CCCC1)N1CCC(Cc2nncn2CC2CC2)C1 (stereo not given)	-10%
O=C(COC(=O)COc1ccccc1F)NC1CC1	-5%
CC(C)c1ccc(C(=O)N2CCN(c3nc4ccccc4o3)CC2)cc1	6%
CCCCc1cc(C[C@H]2CNCC[C@H]2CC(=O)N2CCCCC2)no1	-9%[86.2 µM]
CCc1ccc(-c2nc(-c3nc(-c4ccc(C)cc4C)cs3)sc2C)cc1	10%
Cc1c(Cl)cccc1N1C(N)=C(C#N)C(c2cc(CN3CCOCC3)cs2)C2=C1CCCC2=O (stereo not given)	?
COc1ccc(C(=O)c2oc3ccccc3c2NC(=O)COc2c(C)cc(C)cc2C)cc1	-17%
Cc1ccc(NC(=O)Cn2nc(-c3ccco3)ccc2=O)cc1Cl	?
O=S(=O)(c1ccc(-c2csc(Nc3cccc4ccccc34)n2)cc1)N1CCCCC1	-8%
CCOc1ncccc1C(=O)N(CC)CC(=O)NCc1ccc(F)cc1	20%
CCCCNC(=O)c1nnn2cc(C)[nH]c(=O)c12	-13%
CCS(=O)(=O)N1CCC(NC(=O)c2ccccc2C(=O)c2ccc(Cl)cc2)CC1	11%
CC12CN(C(=O)c3ccccc3Br)CC(C)(CN(C(=O)c3ccccc3Br)C1)C2=O	-12%
NC(=O)c1ccc(NC(=O)C2=C(c3ccccc3)SCCO2)cc1	14%
CCOC(=O)c1cnc2ccccc2c1N1CCCC(CO)C1 (stereo not given)	-2%
O=C(NC1CCc2ccccc21)c1ccccn1 (stereo not given)	1%
O=C(NCC1(c2ccccc2)CC1)c1cccc(S(=O)(=O)N2CCCCC2)c1	6%
Cc1ccc(-c2cnoc2NC(=O)CSc2nc(-c3cccc(Cl)c3)cc(=O)[nH]2)cc1	14%
Cc1ccc(-c2nc(S(=O)(=O)c3ccc(F)cc3)c(N3CCN(c4ccccc4)CC3)o2)cc1	12%
CN(Cc1ccccc1)S(=O)(=O)c1ccc(Cl)c(C(=O)Nc2nnc(C3CC3)s2)c1	-24%
COc1ccc(NC(=O)CSc2c(C(C)C)cnc3c2c(=O)n(C)c(=O)n3C)c(OC)c1	-17%
O=C(NCc1ccc(F)cc1)C1CN(c2ccc(F)cc2)C(=O)N1 (stereo not given)	-1%
COc1ccc(OC)c(NC(=O)CSC2=Nc3ccccc3C3=NC(CC(=O)NCc4ccc5c(c4)OCO5)C(=O)N23)c1 (stereo not given)	-18%
CCOc1ccc(N(CC(=O)Nc2cc(OC)cc(OC)c2)S(=O)(=O)c2c(C)[nH]c(=O)[nH]c2=O)cc1	-26%
Cc1cccc(NC(=O)Cn2cccc2-c2nc(-c3ccc(F)cc3)no2)c1C	11%
CC(=O)c1c(OCCC(C)C)ccc2c(C)cc(=O)oc12	-21%
CCc1cccc(NC(=O)C2CCN(C(=O)c3ncn4c3COC(c3ccc(F)cc3)C4)CC2)c1 (stereo not given)	0%
CCOC(=O)N1CCc2c(sc3c2c(=O)n(CCc2ccccc2)c(=O)n3Cc2ccc(C)cc2C)C1	-3%
CCc1nc2c(c(-c3ccc(OC)cc3)n1)CCN(Cc1cccc3ccccc13)CC2	?
O=C(c1ccc(-c2ncc3cnc(-c4ccccc4)cn23)cc1)N1CCc2cccnc21	32µM*
More structures follow:
SMILES	KDM5B inh
CC(C)(C)NC(=O)NC(=O)CSc1nc2ccccc2[nH]1	18%
Cc1ccc(Nc2c(-c3cccnc3)nc3ccc(Br)cn23)cc1	-4%
COc1ccc(-c2noc(-c3nnn4c3COC(c3ccc(Cl)cc3)C4)n2)c(OC)c1 (stereo not given)	?
CCn1c(SCC(=O)Nc2cccc3ccccc23)nc2nc3c(cc2c1=O)COC(C)(C)C3	-3%

Among those listed so far, 3 contain a COOH group.
SMILES	KDM5B inh
O=C(O)COc1ccc(/C=C2/NC(=O)NC2=O)cc1Br	9%
C=Cc1ccc(Cn2c(C(=O)O)c(CNCc3cccs3)c3ccc(C)cc32)cc1	?
Cc1cc(SC(C(=O)O)c2ccccc2)ncn1 (stereo not given)	11%

An excerpt; count on the stated rates, not on these rows.
